Screening data (PubChem)
FadD28 FP inh: inhibitors of FadD28 bisubstrate probe binding, primary screen, biochemical, fluorescence polarization, single point; inhibition, % at 12.5 µM; Mycobacterium tuberculosis FadD28 fatty-acid-AMP ligase; actives 0.22% (n = 360,000); in the data active = inhibition above about 8.5%, passing the limit was not always enough; inconclusive = no clear call, values can overlap the other calls
CCHFV vOTU inh: CCHFV vOTU protease inhibitors, primary screen, biochemical, Pep-AMC substrate, fluorescence; Crimean-Congo hemorrhagic fever virus L polyprotein viral ovarian tumor (vOTU) protease …; inhibition, % at 11.5 µM; actives 0.55% (n = 370,000); in the data active = inhibition above about 30%; also: 0% = vehicle wells with enzyme and 100% = no enzyme wells
BoNT F protease: BoNT/F light chain protease inhibitors, primary screen, biochemical, flow cytometry, MLPCN library; actives 0.22% (n = 360,000); inhibition, % at 10 µM; Botulinum neurotoxin type F light chain protease (Clostridium botulinum); Multiplex microsphere protease cleavage assay; in the data active = inhibition above about 35%, passing the limit was not always enough; inconclusive = no clear call, values can overlap the other calls; also: plate controls were buffer without enzyme for full effect and enzyme alone for no effect
Anthrax LF inh2: Bacillus anthracis LF protease inhibitors, primary screen, biochemical, multiplex microsphere, MLPCN library; actives 0.12% (n = 360,000); inhibition, % at 10 µM; Lethal factor (Bacillus anthracis), P15917; AID 588501, 2011; multiplex microsphere protease cleavage assay; also: plate controls were buffer without enzyme for full effect and enzyme alone for no effect
Yp Topo-I inh: Yersinia pestis topoisomerase I inhibitors, primary screen, biochemical, cleavage product accumulation, plate reader, single point; actives 0.064% (n = 360,000); activity, % at 10 µM; Y. pestis Topo-I cleavage product accumulation; in the data active = activity above about 50%, passing the limit was not always enough; inconclusive = no clear call, values can overlap the other calls; also: inactives centre near 2
PrPC TRFRET: inhibitors of human cell surface prion protein PrPC, primary screen, cell-based, TR-FRET | Major prion protein (Homo sapiens), P04156 | TR-FRET read-out | inhibition, % at 13.8 µM | actives 0.43% (n = 370,000); in the data active = inhibition above about 24%; also: 0% = median of the test wells and 100% = reference compound wells
TcdB GH inh: TcdB glycohydrolase inhibitors, primary screen, biochemical, single point, plate reader | Toxin B (Clostridioides difficile), P18177 | TcdB glycohydrolase enzymatic assay | inhibition, % at 9.99 µM | actives 0.24% (n = 350,000) | AID 652162, 2013; in the data active = inhibition above about 10%
BoNT A protease: BoNT/A light chain protease inhibitors, primary screen, biochemical, flow cytometry, MLPCN library; multiplex microsphere protease substrate cleavage; inhibition, % at 10 µM; actives 0.17% (n = 360,000); AID 588499, 2011; also: plate controls were buffer without enzyme for full effect and enzyme alone for no effect
PfHsp40 yeast: rescue of yeast from PfHsp40 toxicity, primary screen, S. cerevisiae, ATP luminescence; S. cerevisiae expressing PfHsp40, growth rescue; growth rescue, % at 12.5 µM; actives 0.68% (n = 340,000); AID 504582, 2011; in the data active = growth rescue above about 28%, passing the limit was not always enough; inconclusive = no clear call, values can overlap the other calls;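 also: yeast W303a lacking pdr1 and pdr3 grown in galactose medium; growth measured after three days at 30 °C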
An asterisk follows results filed as active; ? = inconclusive; · = no result given; & = joins results of further samples. Rule as the data show it, unless noted: active = inhibition above about 30%; inconclusive = no clear call, values can overlap the other calls; inactive = below that.

The first twelve entries as a preview:
SMILES	FadD28 FP inh	CCHFV vOTU inh	BoNT F protease	Anthrax LF inh2	Yp Topo-I inh	PrPC TRFRET	TcdB GH inh	BoNT A protease	PfHsp40 yeast
O=C(NN1C(=O)C2C(c3ccccc3)C=CC(c3ccccc3)C2C1=O)c1ccccc1 (stereo not given)	-9.8	5	2	1	8	1	0.3	-0.5	4.9
Cc1ccc(S(=O)(=O)N2C[C@H]3[C@H]4C(=O)N(c5ccccc5)C(=O)[C@H]4CC(=O)[C@H]3[C@@H]2c2ccc(Cl)cc2)cc1	-0.5	20	6	14	·	7	2.2	0.0	·
O=C(c1ccco1)N1CCN(S(=O)(=O)c2ccc(S(=O)(=O)NC3CCCCC3)cc2)CC1	-2.9	8	-1	-5	34	11	·	-0.3	-0.7
CCCOc1cccc(OCC(=O)Nc2nc3ccccc3[nH]2)c1	-4.2	-6	-7	0	-4	-6	1.3	-0.4	0.1
Cc1ccc(CN2CCSc3ccc(C(=O)NC4CCCC4)cc32)cc1	-4.3	·	8	0	1	·	·	1.6	-0.3
Cc1ccc(/C=C/C(=O)OC(C)C(=O)NC2CCCCC2C)o1 (stereo not given)	-3.9	2	-3	-3	0	1	1.4	-1.1	1.0
Cc1ccc(C(=O)N[C@H](C(=O)NC2CCCCCCC2)C(C)C)cc1	-3.8	6	-6	2	0	0	-0.1	0.2	0.3
NC(=O)c1ccc(C(F)(F)F)n(Cc2c(Cl)cccc2Cl)c1=O	-3.0	15	0	-2	18	-4	·	-0.8	20
NS(=O)(=O)c1cnccc1Nc1ccc(Cl)c(Cl)c1	-4.0	1	0	-1	-1	6	·	-0.4	-0.2
C=CCNC(=O)c1cc2cc(Cl)ccc2nc1N	·	-41	-2	3	·	-7	0.8	1.0	·
COc1ccc(C2=NS(=O)(=O)N(C)C(C(=O)Nc3ccc4c(c3)OCO4)=C2)cc1	-2.9	9	-9	-11	-3	-15	9.2	0.0	0.0
CCCNC(=O)c1cnc(Sc2ncc(C(F)(F)F)cc2Cl)n1C	-4.1	-11	2	-3	-1	-6	·	0.0	-0.8

The listing, repeating the preview:
SMILES	FadD28 FP inh	CCHFV vOTU inh	BoNT F protease	Anthrax LF inh2	Yp Topo-I inh	PrPC TRFRET	TcdB GH inh	BoNT A protease	PfHsp40 yeast
O=C(NN1C(=O)C2C(c3ccccc3)C=CC(c3ccccc3)C2C1=O)c1ccccc1 (stereo not given)	-9.8	5	2	1	8	1	0.3	-0.5	4.9
Cc1ccc(S(=O)(=O)N2C[C@H]3[C@H]4C(=O)N(c5ccccc5)C(=O)[C@H]4CC(=O)[C@H]3[C@@H]2c2ccc(Cl)cc2)cc1	-0.5	20	6	14	·	7	2.2	0.0	·
O=C(c1ccco1)N1CCN(S(=O)(=O)c2ccc(S(=O)(=O)NC3CCCCC3)cc2)CC1	-2.9	8	-1	-5	34	11	·	-0.3	-0.7
CCCOc1cccc(OCC(=O)Nc2nc3ccccc3[nH]2)c1	-4.2	-6	-7	0	-4	-6	1.3	-0.4	0.1
Cc1ccc(CN2CCSc3ccc(C(=O)NC4CCCC4)cc32)cc1	-4.3	·	8	0	1	·	·	1.6	-0.3
Cc1ccc(/C=C/C(=O)OC(C)C(=O)NC2CCCCC2C)o1 (stereo not given)	-3.9	2	-3	-3	0	1	1.4	-1.1	1.0
Cc1ccc(C(=O)N[C@H](C(=O)NC2CCCCCCC2)C(C)C)cc1	-3.8	6	-6	2	0	0	-0.1	0.2	0.3
NC(=O)c1ccc(C(F)(F)F)n(Cc2c(Cl)cccc2Cl)c1=O	-3.0	15	0	-2	18	-4	·	-0.8	20
NS(=O)(=O)c1cnccc1Nc1ccc(Cl)c(Cl)c1	-4.0	1	0	-1	-1	6	·	-0.4	-0.2
C=CCNC(=O)c1cc2cc(Cl)ccc2nc1N	·	-41	-2	3	·	-7	0.8	1.0	·
COc1ccc(C2=NS(=O)(=O)N(C)C(C(=O)Nc3ccc4c(c3)OCO4)=C2)cc1	-2.9	9	-9	-11	-3	-15	9.2	0.0	0.0
CCCNC(=O)c1cnc(Sc2ncc(C(F)(F)F)cc2Cl)n1C	-4.1	-11	2	-3	-1	-6	·	0.0	-0.8
Fc1cccc(/C=N/Nc2ncnc3nc[nH]c23)c1	-1.6	22	0	3	1	-7	-6.6	-0.6	-0.2
CCc1ccccc1OCC(=O)Nc1cccc(S(=O)(=O)N2CCCC2)c1	-2.7	1	-7	-4	29	3	0.8	-0.6	-1.7
O=C(NC1CC1)c1cc(-c2ccc(Br)cc2)nc2ccccc12	-4.2	7	3	-1	-1	2	0.5	-0.6	0.0
COc1ccc(-c2nnc3sc(-c4ccccc4OC)nn23)cc1	-1.4	2	5	6	1	-2	·	0.8	-1.3
CCc1ccc(C2CC(c3ccccc3)Nc3nc(N)nn32)cc1 (stereo not given)	-3.5	5	3	2	6	-2	1.1	0.0	-1.0
COc1ccc(NC(=O)N(C)C[C@@H]2OCc3cnnn3CCCC(=O)N([C@@H](C)CO)C[C@H]2C)cc1	1.8	-12	4	1	-1	4	1.9&-0.2	0.1	·
CC1(C(=O)Nc2cnc3ccccc3c2)CCN1Cc1ccccc1Cl (stereo not given)	-0.9	4	-2	2	19	6	0.5	-0.4	·
O=C(CSc1nc2cc(Cl)c(Cl)cc2[nH]1)c1ccc2c(c1)OCO2	-4.0	5	-9	-8	-2	3	0.7	-0.4	-0.9
Cc1nc(C(F)(F)F)ccc1C(=O)NN1CCOCC1	2.6	·	11	9	13	·	·	0.0	0.4
O=C(O)COc1ccc(Oc2ccccc2)cc1	-4.4	-9	2	6	3	1	·	-0.5	-1.1
O=C(NCCCCNC(=O)c1ccc(F)cc1)c1ccc(F)cc1	0.3	-14	-19	15	-6	-4	1.6	-0.5	-0.1
COCCC(=O)N1CCC(Oc2ccc(C(=O)N3CCCC(OC)C3)cc2)CC1 (stereo not given)	-1.6	-6	4	-4	-4	3	-2.0	0.3	0.1
COc1ccc(-c2cc(NC=O)c3ncc(-c4ccc(C(C)=O)cc4)n3c2)cc1OC	-6.4	-17	-1	-1	4	-1	0.1	0.1	·
COc1ccccc1-c1csc(C(NC(C)=O)c2ccccc2)n1 (stereo not given)	-2.0	1	-3	1	4	-2	-0.4	0.1	·
O=C(Nc1ccc(S(=O)(=O)N2CCOCC2)cc1)c1cc(-c2ccccc2O)n[nH]1	-25	7	-4	1	2	12	0.8	-0.3	0.3
CC(=O)c1c(C)[nH]c(C(=O)COC(=O)CN(C)S(=O)(=O)c2ccc(Cl)cc2)c1C	-2.2	-2	-8	-3	10	6	·	-0.1	5.6
O=C(NC(Cc1ccccc1)C(=O)N1CCN(c2ccccn2)CC1)c1ccco1 (stereo not given)	1.9	-9	0	2	-10	-2	·	-0.5	0.8
CC(C)Cn1c(N)c(C(=O)COC(=O)c2nccnc2N)c(=O)n(C)c1=O	-0.7	-147	13	-2	8	-9	-0.9	2.1	-0.8
CCCCc1nnc(SCCSc2nnc(CCCC)n2N)n1N	-1.4	-32	-1	-1	4	1	·	0.4	1.0
COc1cc(-c2noc(C)c2C(=O)NCCCN2CCCC2=O)cc(OC)c1OC	-0.9	-4	-3	-4	1	0	1.2	0.4	-1.1
Cc1n[nH]c(C)c1Sc1ccccc1[N+](=O)[O-]	-0.5	-4	-4	-7	2	-5	3.5	-1.0	1.3
COc1ccc(CNC(=O)CN2C(=O)c3ccc([N+](=O)[O-])cc3C2=O)cc1	-0.3	9	6	-2	-1	-13	1.5	1.0	0.3
COC(=O)CCC(=O)N1CCOCCOCCN(C(=O)CCC(=O)OC)CCOCCOCC1	-0.4	6	3	-3	-6	1	·	-0.6	-1.9
CCOc1ccc(C(=O)NN2CCOCC2)cc1	1.5	4	4	0	6	7	-1.9	0.9	-0.7
CCOC(=O)C1=C(CC)OC(N)=C(C#N)C1c1ccc(OC)c(OC)c1OC (stereo not given)	3.2	-3	6	-3	-1	-2	-1.3	-0.3	0.1
O=C(O)c1cc(N/N=C/c2cccc3ccccc23)ccc1Cl	2.6	17	27	-15	-3	-4	-1.3	-5.9	-1.2
CCOC(=O)c1nnn2c1nc(N1CCOCC1)c1ccccc12	-4.3	-22	-5	-6	4	9	-1.6	-0.6	·
CC(C)CC(=O)NC(NC(=S)Nc1ccccc1)C(Cl)(Cl)Cl (stereo not given)	-1.7	6	-1	-2	-4	13	1.6	-0.2	0.0
CCCCN(C(=O)CSCC(=O)Nc1ccc(OC)cc1)c1c(N)n(CC(C)C)c(=O)[nH]c1=O	0.1	16	·	·	3	1	-3.3	·	-2.4
CN(Cc1ccccc1)C(=O)C1CCCN1S(=O)(=O)c1ccc2c(c1)n(C)c(=O)c(=O)n2C (stereo not given)	-1.0	4	-6	-16	6	-3	1.0	-0.1	-0.1
CC[C@H](C)Cc1cn([C@@H](CCCN=C(NC(=O)OC(C)(C)C)NC(=O)OC(C)(C)C)C(=O)NCCCCCCCCCCC(=O)N2CCN(C(=O)OC(C)(C)C)CC2)nn1	-6.4	·	-23	-7	20	·	·	-0.6	1.1
O=C(COC(=O)/C=C/c1cccc(C(F)(F)F)c1)NC(=O)NC1CCCC1	-0.6	-1	-3	-1	4	-3	0.8	6.1	-1.1
Cn1c(SCC(=O)N2CCCc3ccccc32)nnc1-c1c[nH]c2ccccc12	0.0	5	-8	-3	3	-2	·	0.3	-1.3
OCC1(Cc2cccc(Cl)c2)CCCN(Cc2ccc3cc(F)ccc3n2)C1 (stereo not given)	-6.6	17	3	4	35	6	0.9	0.1	-1.5
COc1cccc(C2=NOC(C(=O)NCCN3CCOCC3)C2)c1 (stereo not given)	0.8	-6	-2	-1	-10	-1	·	0.1	0.1
CC1Cc2ccccc2N1C(=S)NC(=O)c1ccc(Cl)cc1Cl (stereo not given)	-4.3	14	-9	-6	2	1	0.7	-0.5	0.6
COc1cc(O)c(C(C)=O)cc1OC	0.3	15	5	-1	11	-2	·	-0.1	-1.7
CCCn1cnc2sc(CC)cc2c1=O	-1.1	6	1	1	0	9	·	1.0	-0.5
Cc1ccc(N(C(=O)CNC(=O)c2ccco2)C(C(=O)NC2CCCC2)c2ccncc2)cc1F (stereo not given)	·	-4	-3	-3	1	6	-0.3	-0.5	-1.6
CCN1C[C@@H]2[C@@H]3C(=O)N(C)C(=O)[C@@H]3[C@](CC)(C1=O)N2C(=O)c1ccc(C(C)(C)C)cc1	-3.0	9	-2	-1	-1	-2	-0.8	-0.6	-0.4
O=[N+]([O-])c1cccc(-c2ccc(CN3CCCCC3)o2)c1	-1.7	6	?	2	3	-17	1.1	4.8	1.1
[N-]=[N+]=NCc1cn2cccnc2n1	-2.0	-13	-4	0	3	12	-5.2	-0.3	0.5
Cc1ccc(C)c(S(=O)(=O)NNC(=O)Nc2ccccc2Cl)c1	-2.6	-8	-7	1	-12	2	-0.5	-0.7	-1.0
Cc1cc2nsnc2c(S(=O)(=O)NCC(=O)O)c1C	-0.2	-4	19	1	-5	-24	0.5	?	-2.4
Cc1ccc([C@H]2N[C@]3(CCCN(Cc4ccccc4)C3=O)[C@H]3C(=O)N(C)C(=O)[C@@H]23)cc1	-4.2	-6	-8	-3	-4	2	-0.8	-0.5	·
O=C(Nc1cccc(S(=O)(=O)c2cccc(NC(=O)C3CC3)c2)c1)C1CC1	-8.4	-18	-5	3	-5	4	2.4	0.1	-0.9
